ZTA counter: ZTA (EBV) inhibition in EBNA-1 counter-screen | P03206 | ZTA-DNA binding, fluorescence polarization | inhibition, % at 11 µM | hit rate 0.15% among 320,000 | AID 2234; in the data active = inhibition above about 33%
Target sequence (P03206 whole entry, looked up): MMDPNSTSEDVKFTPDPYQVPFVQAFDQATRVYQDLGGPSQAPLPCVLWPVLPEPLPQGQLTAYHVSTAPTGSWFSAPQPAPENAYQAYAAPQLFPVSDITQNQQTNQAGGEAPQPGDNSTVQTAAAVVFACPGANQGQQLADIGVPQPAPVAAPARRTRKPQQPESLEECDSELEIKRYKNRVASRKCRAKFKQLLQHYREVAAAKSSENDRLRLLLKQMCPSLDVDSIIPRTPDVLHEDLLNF
CTSL1 counter: blocks F. hepatica cathepsin L1 in PFM18AAP counter-screen; hit rate 0.49% among 300,000; recombinant F. hepatica cathepsin L1, Z-Leu-Arg-MCA fluorescence; inhibition, % at 5.96 µM;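 active = inhibition above the mean of all tested compounds plus 3 SD, set per screening campaign, cut at about 17% in these data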;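 also: 0% = plate median of test compound wells and 100% = 1 µM Z-Phe-Ala-diazomethylketone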
EBNA-1 inh: blocks EBNA-1 binding to DNA | hit rate 0.34% among 300,000 | inhibition, % at 14.8 µM | EBNA-1 DNA binding, fluorescence polarization; in the data active = inhibition above about 28%
Efflux pump inh: inhibitors of Candida antifungal efflux pumps expressed in yeast; S. cerevisiae Candida pump triplex, Nile Red efflux; inhibition, % at 10 µM; hit rate 0.44% among 330,000;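 active = plate passing quality check with inhibition over a set limit, or well fluorescence over plate mean plus 4 SD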;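 also: Nile Red retained in pooled yeast measured as flow cytometry median fluorescence; 0% = buffer negative control and 100% = Enniatin B positive control; higher means more Nile Red kept so more efflux inhibition; some compounds called inactive have numbers as strong as hits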
HCV core dimer: HCV core protein dimerization inhibition; TR-FRET GST/Flag-core106 dimerization, 1536-well; inhibition, % at 5 µM; hit rate 0.33% among 300,000; AID 1899;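 active = inhibition above the mean of all tested compounds plus 3 SD, set per screening campaign, cut at about 45% in these data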
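Material: GST/Flag-tagged HCV core106 proteins. Incubation: 4 h, 22.5 °C incubation. Read-out basis: inhibition (%) from 671 over 617 nm ratio. Measured by: TR-FRET, excitation 340 nm, emission 617 and 671 nm.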
TPT1 inh: inhibitors of Candida albicans tRNA 2'-phosphotransferase TPT1 | recombinant caTPT1, FP RNA substrate dephosphorylation | inhibition, % at 5 µM | hit rate 0.81% among 300,000;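 active = inhibition above the mean of all tested compounds plus 3 SD, set per screening campaign, cut at about 24% in these data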;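 also: plate controls were DMSO alone for no effect and ferristatin control at 100 nM for full effect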
PP5 inh: PP5 (human) phosphatase inhibition. purified PP5c, OMFP substrate fluorescence. inhibition, % at 6.7 µM. hit rate 0.18% among 320,000. AID 1987;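 active = inhibition above the campaign's mean inhibition across all tested compounds plus 3 SD, cut at about 9.5% in these data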;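 also: 0% = DMSO only and 100% = 100 µM cantharidin control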
Target sequence (P53041 whole entry, looked up): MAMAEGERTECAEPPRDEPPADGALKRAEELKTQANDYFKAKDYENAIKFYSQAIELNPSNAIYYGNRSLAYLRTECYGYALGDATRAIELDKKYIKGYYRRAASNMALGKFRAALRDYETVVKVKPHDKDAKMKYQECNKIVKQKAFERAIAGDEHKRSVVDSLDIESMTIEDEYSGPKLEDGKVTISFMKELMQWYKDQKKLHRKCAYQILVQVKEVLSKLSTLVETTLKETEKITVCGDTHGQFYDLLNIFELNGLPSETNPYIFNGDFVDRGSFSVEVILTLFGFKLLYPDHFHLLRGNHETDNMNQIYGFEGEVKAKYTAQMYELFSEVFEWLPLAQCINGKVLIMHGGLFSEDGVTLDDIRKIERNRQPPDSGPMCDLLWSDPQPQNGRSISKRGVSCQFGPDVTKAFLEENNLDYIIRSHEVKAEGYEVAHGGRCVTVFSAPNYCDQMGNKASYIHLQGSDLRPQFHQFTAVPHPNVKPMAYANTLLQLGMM
PP1 counter: PP1-alpha (human) inhibition in PP5 counter-screen | P62136 | inhibition, % at 6.7 µM | hit rate 0.9% among 320,000 | purified PP1alpha, OMFP fluorescence;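 active = inhibition above the mean inhibition of all tested compounds plus 3 SD, computed separately for each screening campaign, cut at about 15% in these data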
Target sequence (P62136 whole entry, looked up): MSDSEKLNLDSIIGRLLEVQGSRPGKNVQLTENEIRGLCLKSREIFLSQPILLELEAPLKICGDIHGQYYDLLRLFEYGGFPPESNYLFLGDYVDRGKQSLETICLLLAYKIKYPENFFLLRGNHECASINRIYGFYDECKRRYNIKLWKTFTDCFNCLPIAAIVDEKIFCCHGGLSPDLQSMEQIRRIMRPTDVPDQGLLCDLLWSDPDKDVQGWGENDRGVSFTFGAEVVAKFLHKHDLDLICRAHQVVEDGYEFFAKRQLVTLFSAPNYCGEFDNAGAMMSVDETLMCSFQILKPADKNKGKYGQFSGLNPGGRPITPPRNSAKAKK
PREPL inhibitor: inhibits the human prolyl oligopeptidase-like enzyme; AID 2751; Q4J6C6; recombinant PREPL, fluorescence polarization activity-based probe; inhibition, % at 5.96 µM; hit rate 0.68% among 320,000; in the data active = inhibition above about 43%;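 also: 0% = enzyme with DMSO and 100% = wells lacking enzyme; many of its hits are not listed in these tables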
Numbers without * were called inactive; x = no result given; + = active, no number. The list is partial, so the mix of outcomes need not match the whole.

SMILES	ZTA counter	CTSL1 counter	EBNA-1 inh	Efflux pump inh	HCV core dimer	TPT1 inh	PP5 inh	PP1 counter	PREPL inhibitor
O=C(Nc1cc2c3c(c1)C1CCCC1CN3CC1CCCC21)c1ccc([N+](=O)[O-])cc1 (centres undefined)	8	-1	2	0.1	27	3	0.9	0	5
Cn1c(SCC(=O)Nc2ccc(Br)cn2)nnc1C1CC1	11	2	1	-0.1	5	0	1.3	-5	10
CN1CCN(CC(=O)NC2CCCCC2)CC1	0	-4	-1	0.2	-1	-1	-0.9	1	4
CC(NC(=O)c1nn(C)c(=O)c2ccccc12)c1ccccc1 (centres undefined)	-10	0	0	-0.1	-9	0	1.4	-2	-11
COCCn1c(C)cc(C(=O)Cn2nc(C(=O)O)c3ccccc3c2=O)c1C	-1	-6	-4	-0.1	-1	-1	0.8	-2	-3
CCOC(=O)/C(C#N)=C/C=C1/C=CC=CN1C	6	9	-5	0.1	-15	8	-0.4	-1	-1
Cc1ccc(S(=O)(=O)Nc2nc(C)c(NC(=O)OCCCl)s2)cc1	-11	-2	-17	0.0	-5	0	1.1	-2	3
COc1ccc(CN(Cc2cccn2C)S(=O)(=O)c2ccc(C)cc2)cc1	9	3	0	-0.2	2	-1	-2.7	-2	1
CCCn1c(N)c(C(=O)CSc2nc3ccccc3n2CCC#N)c(=O)n(C)c1=O	-6	-3	2	-0.1	1	0	0.0	-2	4
O=C(N/C(=C\c1ccc(O)cc1)C(=O)N1CCCCC1)c1ccccc1	-15	-2	0	-0.1	-8	-1	1.2	2	11
COc1ccc(C(=O)CSc2nn3c(=O)c(C(C)(C)C)nnc3s2)cc1	6	2	-12	0.0	5	11	2.9	0	0
Cc1c(C(=O)Nc2ccc(S(N)(=O)=O)cc2)oc2ccc(Cl)cc12	0	2	-16	0.1	21	2	0.5	3	-4
CCCCc1nc(SCC(=O)N2CCCCC2)c2c(=O)n(C)c(=O)n(C)c2n1	4	2	-2	0.1	9	1	-1.3	-1	26
Cc1c(C(=O)NCCSCc2c(F)cccc2Cl)cnn1-c1ccc(Cl)cc1	-1	2	2	0.0	-5	-2	-0.9	1	1
COc1ccccc1OCc1ccc(C(=O)NCC2CCCO2)cc1 (centres undefined)	-16	x	x	-0.1	x	x	-0.8	0	6
CCCNC(=O)CCc1c(C)nc2nc(-c3cc(OC)cc(OC)c3)nn2c1C	-2	6	-12	0.0	-6	-4	1.8	-2	11
Nc1c(C=C2C=CC(=O)C=C2)c(=O)nc2snc(SCc3ccccc3)n12	8	5	-7	0.1	10	12	-0.7	2	3
CC(=O)Nc1ccc(S(=O)(=O)Nc2ccc3c(c2)n(C)c(=O)n3C)c(C)c1	4	-2	12	0.1	9	-2	2.4	-3	-3
COC(=O)/C(=C\C(=O)c1ccc([N+](=O)[O-])cc1)Nc1ccc(OC)cc1	-2	1	9	0.0	-2	0	2.3	1	14
O=C(CSCc1ccc(Cl)cc1)Nc1cccc(C(=O)Nc2ccccc2C(=O)O)c1	17	0	4	0.0	23	-3	3.4	10	-8
O=C(NC(=O)c1c(F)cccc1F)Nc1ccccc1SC(F)F	4	-2	-12	0.1	0	1	2.3	1	3
COc1ccc2nc(N/C(N)=N/C(=S)Nc3cccc(C)c3)nc(C)c2c1	-27	5	8	0.1	30	1	2.9	5	10
Brc1ccc(-n2cc(-c3ccccc3)c3c(NN4CCOCC4)ncnc32)cc1	-7	-3	-11	0.1	7	-3	0.8	-2	4
O=C1CN(c2ccccc2)C(=S)N1C(=O)c1ccc(Br)cc1	2	-5	7	0.2	17	5	0.1	0	-1
COc1ccc(NC(=O)N2CCn3c2nc2ccccc23)cc1	-5	3	5	0.0	-3	-3	-0.6	-3	26
Cc1cc(=O)oc2cc(Oc3ccc([N+](=O)[O-])cc3C(F)(F)F)ccc12	5	3	0	0.0	9	-7	3.6	1	11
Cc1nc2ccccc2nc1N1CCCC1	-16	2	-8	0.1	-2	-2	-2.8	3	12
Cc1cccc(NC(=O)[C@H](Cc2c[nH]c3ccccc23)NC(=O)[C@@H]2Cc3ccccc3CN2)c1	1	0	4	0.1	0	0	1.1	13	17
C=CCN=C1N[C@@H](c2ccccc2)C(C(=O)OC)=C(C)N1CC	0	-1	4	0.0	-6	-4	-1.0	-4	2
CC1CN(C(=S)Nc2ccccc2)N(c2ccccc2)C1 (centres undefined)	-4	3	7	-0.1	10	1	-0.8	-7	0
COc1ccc(S(=O)(=O)N2CCN(Cc3c[nH]c4ccccc34)CC2)cc1	-3	2	2	0.0	0	-3	4.2	3	1
CC(CCc1ccccc1)NC(=O)CN1CCc2ccccc2C1 (centres undefined)	2	0	5	0.1	1	0	-0.3	-1	-21
Cc1ccc(N(CC(=O)NC(C)(C)C)C(=O)CCC(=O)Nc2nccs2)cc1C	-10	5	-3	-0.1	-1	-4	1.0	3	2
CCCCn1c(SCC(N)=O)nc2c(sc3ccccc32)c1=O	14	5	7	0.1	2	-2	8.5	0	-3
Cc1ccc(C)n1CCN1CCN(S(=O)(=O)c2ccc(F)cc2F)CC1	-5	-5	-7	0.0	6	-1	1.8	-2	1
Cc1ccc(C(=O)NCCc2ccc(F)cc2)s1	24	1	7	0.1	2	-1	-2.5	0	4
O=C(NC1CCCCCC1)C1CCC(CNS(=O)(=O)c2ccc(Br)s2)CC1 (centres undefined)	-19	6	-2	-0.2	-4	-2	2.0	6	-3
NC(=O)C1CCN(CC(O)COCc2ccccc2Cl)CC1 (centres undefined)	-5	3	1	0.0	14	-1	0.5	0	-3
CSC1=NC2(CCCCC2)CC12C=CC(=O)C=C2	7	-1	-3	-0.1	2	-1	1.1	-3	2
CC1(C)N(O)CC(c2cccs2)=[N+]1[O-]	7	5	2	-0.1	-3	4	3.9	-1	0
O=C(Nc1ccccc1C(=O)NCCCN1CCOCC1)c1ccc(F)cc1	6	2	-2	0.1	-2	-1	1.8	-3	-1
CCOC(=O)c1sc(NS(=O)(=O)c2ccccc2)nc1C	8	3	-5	0.1	-4	-2	0.6	0	7
O=C(c1ccc2c(c1)OCO2)N1CCN(c2ccc(Cl)cc2)CC1	2	-2	-3	0.5	3	6	2.3	-1	41
COc1ccc(CNC(=O)[C@@H]2CC=C[C@@H]3CCN(C4CC4)C(=O)[C@@H]32)cc1	10	-4	4	0.0	7	-2	1.6	-3	3
CCOc1ncccc1C(=O)OCC(=O)Nc1ccc(C(N)=O)cc1	-5	-9	+	0.1	0	-2	-1.4	-1	-8
CC1CCCC(NC(=O)CCNC(=O)c2ccc(Cl)cc2)C1C (centres undefined)	-8	0	5	-0.1	-5	-1	1.3	-1	19
Cc1nn(-c2ccccc2)c(C)c1C(=O)NCc1cccs1	-11	-6	9	-0.3	4	-4	0.6	-1	-3
O=C1CCC(=O)N(O)CCCCCNC(=O)CCC(=O)N(O)CCCCNC(=O)CCC(=O)N(O)CCCCCN1	9	6	0	-0.2	1	0	-3.4	-6	2
COC(=O)C1=C(C)N(c2ccc(OC)cc2)C(=O)/C1=C\c1cccs1	-16	0	5	-0.1	-9	-4	0.4	-4	18
Cc1cccc(NC(=O)COC(=O)CCc2c[nH]c3ccccc23)c1C	-9	x	x	0.5	x	x	0.7	-1	11

Structures above that contain bromine:
SMILES	ZTA counter	CTSL1 counter	EBNA-1 inh	Efflux pump inh	HCV core dimer	TPT1 inh	PP5 inh	PP1 counter	PREPL inhibitor
Cn1c(SCC(=O)Nc2ccc(Br)cn2)nnc1C1CC1	11	2	1	-0.1	5	0	1.3	-5	10
Brc1ccc(-n2cc(-c3ccccc3)c3c(NN4CCOCC4)ncnc32)cc1	-7	-3	-11	0.1	7	-3	0.8	-2	4
O=C1CN(c2ccccc2)C(=S)N1C(=O)c1ccc(Br)cc1	2	-5	7	0.2	17	5	0.1	0	-1
O=C(NC1CCCCCC1)C1CCC(CNS(=O)(=O)c2ccc(Br)s2)CC1 (centres undefined)	-19	6	-2	-0.2	-4	-2	2.0	6	-3

In the list so far, these have a cyano group.
SMILES	ZTA counter	CTSL1 counter	EBNA-1 inh	Efflux pump inh	HCV core dimer	TPT1 inh	PP5 inh	PP1 counter	PREPL inhibitor
CCOC(=O)/C(C#N)=C/C=C1/C=CC=CN1C	6	9	-5	0.1	-15	8	-0.4	-1	-1
CCCn1c(N)c(C(=O)CSc2nc3ccccc3n2CCC#N)c(=O)n(C)c1=O	-6	-3	2	-0.1	1	0	0.0	-2	4

Next results:
SMILES	ZTA counter	CTSL1 counter	EBNA-1 inh	Efflux pump inh	HCV core dimer	TPT1 inh	PP5 inh	PP1 counter	PREPL inhibitor
O=S(=O)(Nc1cccc(CCc2ccccn2)c1)c1cc(Cl)ccc1Cl	11	-1	2	-0.1	1	3	-0.6	2	-17
CC1(C)c2ccccc2-c2nc3ccccc3cc2C1O (centres undefined)	-14	1	-8	-0.1	-5	3	-0.5	-1	-5
O=C(/C=C/c1ccccc1Cl)N(Cc1ccccc1)C1CCS(=O)(=O)C1 (centres undefined)	-15	-2	-13	0.3	4	0	2.9	-1	-27
O=C(NCCc1ccc(Cl)cc1)c1ccc2nccnc2c1	-3	6	1	-0.3	-19	-5	-6.4	-15	16
COc1ccc(OC)c(C(C)NC(=O)Nc2cccc(C(C)=O)c2)c1 (centres undefined)	6	-8	-23	0.3	-2	-2	-1.0	8	8
Cc1cc(NC(=O)c2cc(C(C)(C)C)oc2C)no1	5	-2	-10	0.0	-2	0	0.8	-4	3
Cc1cccc(NC(=O)CCNS(=O)(=O)c2cccc3nonc23)c1	-5	7	-5	-0.3	-7	-4	2.5	-5	15
CC(=O)c1c(C(C)=O)c(C)n(-c2ccc(N)cc2)c1C	6	1	5	-0.2	-2	-2	-1.3	-1	5
CC(C)CN1C(=O)/C(=C/c2ccco2)NC1=S	3	-1	1	0.5	4	11	1.7	4	-1
O=C(CCn1c(=O)sc2ccccc21)NCc1cccs1	9	1	12	-0.1	2	-2	-1.0	-2	-5
CCOc1cc(N2CCOCC2)c(OCC)cc1NC(=O)CSc1nccc(C)n1	6	1	-2	0.0	-3	-4	1.2	0	4
CCOC(=O)N1CCC(NC(=O)c2cnn3cccnc23)CC1	12	-2	0	0.1	-2	7	-8.3	-11	4
COc1ccccc1OCC(O)CNCc1ccc2c(c1)OCO2 (centres undefined)	3	11	-3	0.0	0	-3	1.9	-2	-7
CN(Cc1ccccc1)C(=O)c1[nH]cnc1C(=O)Nc1ccc(Cl)cc1	3	x	x	0.1	x	x	1.1	-3	3
CCOc1cc2c3c(c1)C1(C(=O)N3C(C)(C)CC2C)C(C#N)=C(N)N2C(=C1C#N)Nc1ccccc12 (centres undefined)	13	5	-3	-0.2	18	1	1.6	1	32
O=C(C1=NN(c2ccccc2)C2C(=O)N(c3cccc(Cl)c3)C(=O)C12)c1ccccc1 (centres undefined)	3	2	9	-0.2	6	33*	4.5	4	9
O=C(NNc1ccc([N+](=O)[O-])cc1)C1CC1c1ccccc1 (centres undefined)	-2	5	-6	0.0	0	9	-1.9	-2	-7
O=C(O)c1ccc(-n2c(-c3cc(-c4ccco4)[nH]n3)n[nH]c2=S)cc1	14	6	-13	-0.1	-7	5	-5.7	-1	1
COc1ccc(Cl)cc1N1C(=O)C2CCCN2C1c1sccc1C (centres undefined)	-1	-1	-10	0.2	7	3	1.0	-5	4
O=C(NC(C(=O)N/N=C/c1cccc2ccccc12)c1n[nH]c(=O)c2ccccc12)c1ccccc1 (centres undefined)	-7	4	-5	-0.1	14	-2	4.0	5	-41
CCC1Sc2ccc(S(=O)(=O)CCC(=O)Nc3ccc(NC(C)=O)cc3)cc2NC1=O (centres undefined)	-7	1	-7	0.0	8	-2	1.0	-1	5
O=C(NC1CCCCC1)c1cc([N+](=O)[O-])ccc1N1CCCC1	-21	34*	-16	-0.1	-3	0	0.4	-4	15
COc1ccc(NC(=O)CC(C)C)c([N+](=O)[O-])c1	-14	0	-8	-0.1	-3	-3	1.4	-1	-13
